ATXN viability = cell viability loss in ATXN counter-screen; Potency, µM (top dose mostly 56.7 µM), hits mostly cytotoxic; S2 cells (HEK-293 line with an ATXN2-luciferase reporter) viability, CellTiter-Fluor protease fluorescence, 24 h; AID 651635; 0.49% of 400,000 active; also: potency is read from the fitted curve at half-maximal effect; nearly all actives have a fitted effect of over 40% in size
IL1B secr inh = blocks inflammasome-driven IL-1 beta release; AID 743279; 4.7% of 360,000 active; activity change, % at 57.5 µM; THP-1 LPS/ATP IL-1B secretion, AlphaLISA, 16 h; active compounds read low; in the data active = activity change below about -50%; inconclusive = mostly about -30% to -49%; also: % is scaled to controls: 0 for no effect and ±100 for the full control effect
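THP-1 cells pretreated 1 hr with compounds (up to 57.5 uM final), then stimulated with LPS (250 ng/mL final) plus ATP (1.25 mM final); secreted IL-1B measured by AlphaLISA after 16 hr, decreased signal indicating inhibition.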
HT1080-NT tox = kills 2HG-producing HT-1080-NT fibrosarcoma cells | AID 686970 | Potency, µM (top dose mostly 46.1 µM), without a hit: top-dose activity, negative = less viability, actives largely listed as cytotoxic | 1.6% of 360,000 active | HT-1080-NT fibrosarcoma viability, CellTiter-Glo ATP luminescence, 48 h;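 also: NT is the 2HG producing partner of a matched IDH1 knockdown line; potency is read from the fitted curve at half-maximal effect; 0% = DMSO-treated cells and -100% = media-only wells without cells; nearly all actives have a fitted effect of over 55% in size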
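Toxicity toward the 2HG-producing NT line was scored as %Activity, normalised to DMSO and no-cell wells, from CellTiter-Glo luminescence after 48 hours' treatment.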
HT1080 IDH1KD tx = HT-1080 IDH1 knockdown cell toxicity (counter line); HT-1080 IDH1 knockdown viability, ATP luminescence, 48 h; Potency, µM (series often up to 46.1 µM), inactives show at the top dose activity, negative = toxicity, most hits filed as cytotoxic; 2% of 360,000 active;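 also: potency is read from the fitted curve at half-maximal effect; 0% = DMSO wells and -100% = cell-free medium wells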
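Viability of IDH1-knockdown HT-1080 fibrosarcoma cells was assessed by CellTiter-Glo after 48 h at 37 °C with titrated compound; concentration-effect curves were classified by fit quality and response size.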
SW480 rereplic = induces DNA re-replication in SW480 colon adenocarcinoma cells | SW480 DNA re-replication, Hoechst DNA content imaging, 48 h | Potency, µM (top dose mostly 46.1 µM), without a hit: top-dose re-replication activation, hits mostly activators | 1.8% of 340,000 active; also: potency is read from the fitted curve at half-maximal effect; % of control where 0% means no effect; nearly all actives have a fitted effect of over 55% in size
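Hoechst fluorescence of nuclei (405 nm excitation, 500-530 nm emission) measured by plate-scanning imager after 48 hr compound exposure at 37 C; re-replication scored as increased number of nuclei with elevated intensity.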
KB-3-1 tox = KB-3-1 parental cell cytotoxicity; KB-3-1 viability, CellTiter-Glo ATP luminescence, 72 h; Potency, µM (highest dose often 46.1 µM), inactives show top-dose activity change, negative = cytotoxic, most hits filed as cytotoxic; 1.4% of 400,000 active; AID 1347075; also: potency is read from the fitted curve at half-maximal effect; % is scaled to controls: 0 for no effect and ±100 for the full control effect; nearly all actives have a fitted effect of over 60% in size
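Screening of KB-3-1 cells (DMEM, 10% FBS, phenol-red free) ran from lowest to highest compound concentration; after 72 h at 37 °C viability was read luminescently and curves fitted.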
ATXN2 expr inh = ATXN2 expression inhibition; HEK-293 ATXN2-luciferase reporter, luminescence, 24 h; Potency, µM (top dose mostly 57 µM), for the others: at the highest dose activity change, negative = inhibition, most hits filed as inhibitors; 0.72% of 360,000 active; AID 1745845; also: potency is read from the fitted curve at half-maximal effect; % is scaled to controls: 0 for no effect and ±100 for the full control effect; nearly all actives have a fitted effect of over 55% in size
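ATXN2-luciferase reporter cells (luciferase flanked by upstream and downstream ATXN2 gene portions) were treated 24 h at 37 °C with compounds at up to 57 uM. SteadyGlo luminescence gave expression; GF-AFC fluorescence gave viability.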
KB-V1 cytotox = kills drug-selected multidrug resistant KB-V1 cells. KB-V1 MDR cells viability, CellTiter-Glo, 72 h. AID 1347076. Potency, µM (highest dose often 46.1 µM), for inactives: at the highest dose activity change, negative = cytotoxicity, usual class: cytotoxic. 3.4% of 400,000 active; also: potency is read from the fitted curve at half-maximal effect; % is scaled to controls: 0 for no effect and ±100 for the full control effect; nearly all actives have a fitted effect of over 60% in size
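Following 72 h at 37 degrees C with compound, KB-V1 cell viability was read by CellTiter-Glo luminescence, medium being phenol-red-free DMEM plus 10% FBS; concentration-response parameters came from normalized, curve-fitted qHTS data.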
MCF10A rerep = inducers of DNA re-replication in MCF 10A breast cells. MCF 10A DNA re-replication, Hoechst nuclear intensity, 48 h. Potency, µM (series often up to 46.1 µM), for the others: at the top dose activity, positive = re-replication, usual class: activators. 2.9% of 350,000 active; also: potency is read from the fitted curve at half-maximal effect; % of control where 0% means no effect; nearly all actives have a fitted effect of over 50% in size
* marks the source's active call; other numbers are inactive results; i = inactive; ? = inconclusive; nt = not tested or not shown; [ ] = dose if it differs, or a comment. Unless noted, calls follow the shape of the dose curve; as a rule, active = well fitted curve in the direction sought with a large enough effect; inconclusive = small, poorly fitted or top-dose-only effect, or another doubt; inactive = no such curve, though single readings can be large; an effect the other way counts as inactive or inconclusive.

Sample of the layout, two compounds:
smiles	ATXN viability	IL1B secr inh	HT1080-NT tox	HT1080 IDH1KD tx	SW480 rereplic	KB-3-1 tox	ATXN2 expr inh	KB-V1 cytotox	MCF10A rerep
CCOc1ccc(C(=O)Nc2ccc3[nH]ncc3c2)cc1	i	-6	-29%	-26%	0%	0%	nt	9%	-3%
Oc1ccc(-c2n[nH]c(=S)n2Cc2ccccc2)cc1	i	18	-1%	2%	1%	-10%	3%	25%	0%

This part in full, previewed entries included:
smiles	ATXN viability	IL1B secr inh	HT1080-NT tox	HT1080 IDH1KD tx	SW480 rereplic	KB-3-1 tox	ATXN2 expr inh	KB-V1 cytotox	MCF10A rerep
CCOc1ccc(C(=O)Nc2ccc3[nH]ncc3c2)cc1	i	-6	-29%	-26%	0%	0%	nt	9%	-3%
Oc1ccc(-c2n[nH]c(=S)n2Cc2ccccc2)cc1	i	18	-1%	2%	1%	-10%	3%	25%	0%
COc1cccc(C2=CC(c3cc(OC)ccc3OC)n3nnnc3N2)c1 (configuration not stated)	i	-77*	?	?	?	6.5µM*	-27%	16µM*	?
CCCCCn1c(=O)[nH]c2c(c1=O)CCC2	i	-7	-17%	-1%	1%	-1%	10%	4%	1%
O=C(N1CCN(c2ccccc2)CC1)C12CC3CC(CC(C3)C1)C2	i	6	-2%	-4%	-1%[9.22 µM]	2%	-11%	-6%	3%
COc1cc(C(=O)N(C)Cc2cccc(OC)c2OC)ccc1OCC(=O)Nc1cccc(C(F)(F)F)c1	?	-57*	8.2µM*	?	?	?	?	?	?
COc1cc2c(cc1NC(=O)COc1ccc3ccccc3c1)oc1ccccc12	?	-2	5%	5%	-4%	-5%	-22%	11%	?
CCOc1cccc(-c2cc(C(=O)N/N=C/c3ccc(OC)c(CN4CCOCC4)c3)c3ccccc3n2)c1	i	-24	?	?	11%	-5%	-7%	-20%	?
CCOC(=O)c1c(C)[nH]c(C)c1S(=O)(=O)N1c2ccccc2CC1C (configuration not stated)	i	9	-7%	-1%	1%	4%	nt	?	8%
CCc1c(C)nc(SCC(=O)N2CCN(c3ccccc3)CC2)[nH]c1=O	i	37	-3%	1%	2%	6%	6%	0%	1%
COc1ccc(N2CCN(C(=O)c3ccc(CNc4c(N5CCOCC5)c(=O)c4=O)cc3)CC2)cc1	i	15	0%	3%	-18%	-3%	-9%	0%	-2%
O=C(Nc1ccc(F)cc1)C1CC(=O)n2ncnc2N1 (configuration not stated)	i	-4	2%	16%	-7%	0%	-13%	1%	1%
CCCCc1c(C)nc2cc(-c3ccco3)[nH]n2c1=O	i	-96*	-1%	7%	-3%	10%	2%	1%	1%
O=S(=O)(c1ccc(F)cc1)N1CCN=C1SCc1cccc(F)c1	i	13	-4%	-2%	5%	-10%	-32%	?	10%
Cc1ccc2cccc(OCc3ccc(Br)cc3)c2n1	?	4	0%	2%	4%	-5%	-6%	-4%	2%
OCCC1CN(Cc2ccc(F)cc2)CCN1CCc1ccccc1 (configuration not stated)	i	8	-8%	-1%	-39%[inhibitor]	0%	30%	?	?
Cc1cccc(NC(=O)CCC(=O)N/N=C/c2ccncc2)c1	i	31	9%	9%	-15%	15%	4%	-16%	-2%
Cn1c(SCc2c(F)cccc2Cl)nc2ccccc2c1=O	i	0	5%	7%	-6%	-6%	-2%	-3%	-8%
Cc1ccc(/C=C/C(=O)N2CCN(c3cccc(C(F)(F)F)c3)CC2)cc1	i	-6	?	?	1%	-3%	-16%	?	3%
COC(=O)[C@@H](NC(=O)NCc1cccc(OC)c1)C(C)C	i	7	5%	-8%	-5%	8%	9%	-19%	1%
CSc1ccc(-c2nnn(Cc3ccccn3)n2)cc1	i	-14	-1%	-1%	2%	-23%	0%	0%	-1%
Cn1cc(S(=O)(=O)CC(=O)N2CCCc3ccccc32)c2ccccc21	i	5	0%	-8%	-3%	-3%	-6%	0%	1%
COc1ccc(CCN(C)C(=O)CCNC(=O)c2ccc(Br)cc2)cc1OC	?	-14	2%	3%	3%	nt	1%	nt	7%
O=C(Nc1ccc2ccccc2c1)c1ccccc1O	i	-69*	15µM*	23µM*	23%	?	?	?	?

Ordered by molecular weight (smallest number first): 3 of the compounds above.
smiles	ATXN viability	IL1B secr inh	HT1080-NT tox	HT1080 IDH1KD tx	SW480 rereplic	KB-3-1 tox	ATXN2 expr inh	KB-V1 cytotox	MCF10A rerep
O=C(Nc1ccc(F)cc1)C1CC(=O)n2ncnc2N1 (configuration not stated)	i	-4	2%	16%	-7%	0%	-13%	1%	1%
Oc1ccc(-c2n[nH]c(=S)n2Cc2ccccc2)cc1	i	18	-1%	2%	1%	-10%	3%	25%	0%
CCOC(=O)c1c(C)[nH]c(C)c1S(=O)(=O)N1c2ccccc2CC1C (configuration not stated)	i	9	-7%	-1%	1%	4%	nt	?	8%

Later entries
smiles	ATXN viability	IL1B secr inh	HT1080-NT tox	HT1080 IDH1KD tx	SW480 rereplic	KB-3-1 tox	ATXN2 expr inh	KB-V1 cytotox	MCF10A rerep
CCn1ncc(CN2CCCC(C(=O)c3cccc(OC(C)C)c3)C2)c1C (configuration not stated)	i	38	8%	2%	0%	0%	nt	24%	23µM*
COc1ccc(OC)c(-c2cc(C(=O)Nc3sc4c(c3C#N)CCC(C)C4)c3ccccc3n2)c1 (configuration not stated)	i	-3	17%	14%	3%	12%	0%	-27%	?
CC(NC(=O)C(=O)N/N=C\c1cccc([N+](=O)[O-])c1)c1ccccc1 (configuration not stated)	i	32	-6%	-6%	-1%	16%	-16%	2%	-5%
CCCCCN1C=CC(=C2C(=O)c3ccccc3C2=O)C=C1	i	-18	23µM*	9.2µM*	8%	0%	nt	9.2µM*	7%
O=C(CSc1nc(-c2ccc(F)cc2)nc2c1Cc1ccccc1O2)Nc1ccc(C(=O)O)cc1	?	17	-2%	-11%	0%	-2%	12%	16%	27%
CCC(=O)Nc1ccc2nc3c(=O)[nH]c(=S)[nH]c3nc2c1	i	32	5%	8%	-6%	12%	-8%	?	-2%
CC1=C(C(=O)OCC2CCCO2)C(c2ccc(C)cc2)C2=C(CC(C)(C)CC2=O)N1 (configuration not stated)	i	-8	4%	-2%	?	-1%	7%	-17%	6%
Cc1noc(C)c1S(=O)(=O)N1CCCC(C(=O)N2CCN(C3CCCCC3)CC2)C1 (configuration not stated)	i	-11	-19%	-9%	-2%	-1%	-8%	-5%	9%

(further entries)
smiles,ATXN viability,IL1B secr inh,HT1080-NT tox,HT1080 IDH1KD tx,SW480 rereplic,KB-3-1 tox,ATXN2 expr inh,KB-V1 cytotox,MCF10A rerep
Cc1cc2nc(-c3ccc(SCc4ccc(C#N)cc4)nc3)[nH]c2cc1C,i,-12,?,?,?,-22%,-7%,-19%,-2%
C[C@@H]1CN([C@@H](C)CO)C(=O)CCCn2nncc2CO[C@H]1CN(C)Cc1ccc2c(c1)OCO2,i,14,9%,8%,nt,-6%,6%,-3%,nt
CN(C)C(=O)COc1ccc2ccc(=O)oc2c1,i,10,-1%,0%,-2%,-1%,-6%,9%,1%
COC(=O)c1cc(Br)c(=O)n(Cc2ccco2)c1,i,6,4%,4%,-5%,1%,6%,-16%,-3%
O=C(Cn1cnc2c(nc3n2CCCCC3)c1=O)Nc1ccc(F)c(Cl)c1,i,nt,nt,nt,nt,19%,1%,3%,nt
O=C(NC1=NCCS1)C12CC3CC(C1)CC(C(=O)NC1=NCCS1)(C3)C2,i,1,9%,21%,-8%[9.22 µM],0%,3%,-24%,25%
COCCn1c(N)c(N(Cc2ccccc2)C(=O)C(C)Oc2ccc(Br)cc2)c(=O)[nH]c1=O (configuration not stated),i,0,3%,6%,nt,7%,nt,-1%,nt
Cc1ccc(NC(=O)C2CCCN(S(=O)(=O)c3cccc4cccnc34)C2)cc1Cl (configuration not stated),?,nt,nt,nt,nt,0%,-38%,5%,nt
COC(=O)c1cc2sccc2n1CC(=O)Nc1ccc(C)cc1C,i,nt,nt,nt,nt,12%,2%,-1%,nt
Cc1cc(C)c(OCC(=O)N/N=C/c2ccco2)c(C)c1,i,?,-5%,-16%,0%,27%,8%,-9%,-11%
CCOC(=O)c1[nH]c2ccc(C)cc2c1N=C(C)N(C)C,i,7,-2%,-1%,11%,-3%,-4%,10%,-2%
C#CCOCCOCCOCCNc1nc(N2CCN(C(=O)[C@H](Cc3ccc(O)cc3)n3cc([C@@H](N)C(C)CC)nn3)CC2)nc(N2CCN(C(=O)[C@H](Cc3cc4ccccc4[nH]3)n3cc([C@@H](N)C(C)CC)nn3)CC2)n1 (some centres not stated),i,9,1%,-1%,14%,-20%,-5%,-17%,-12%
CCCCC1(Br)C(=O)N(c2ccccc2)N(c2ccccc2)C1=O,i,-1,-7%,-10%,1%,-7%,-23%,?,11%
CC(C)(C)OC(=O)C[C@H]1C/C=C\C[C@@H](CC(=O)N(CCO)Cc2ccccc2)C(=O)N2CCC[C@H]2COC1=O,i,-19,-4%,-2%,-1%,0%,-7%,?,0%
O=c1c2c3c(sc2n(Cc2ccccc2F)c(=O)n1-c1ccc(Cl)cc1)CCCC3,i,nt,nt,nt,nt,4%,1%,23%,nt
COc1ccc(OC)c(/C=N\NC(=O)c2ccc(-c3ccccc3)cc2)c1,i,i,3%,15%,1%,2%,-20%,-7%,?
S=c1[nH]c(-c2cccs2)cn1-c1ccccc1,i,4,1%,-1%,-22%,-3%,39%,-1%,-13%

High-throughput results as filed in PubChem BioAssay.
